# Screening data from PubChem.
# S3 lipid droplet = qHTS Assay for Lipid Storage Modulators in Drosophila S3 Cells; 320,000 tested, 0.64% active; Potency in µM for hits, for the others lipid storage change, negative = inhibition, % at the top dose, mostly 46.1 µM; Drosophila S3 cells, BODIPY lipid droplet fluorescence, 18-24 h; cells fed with added oleic acid; active = well fitted inhibition curve with a large enough effect in the signal ratio, with a control signal flat, not every such curve was filed as active; inconclusive = small, poorly fitted or top-dose-only effect, or effect the other way, or a change in a side signal; the % refers to the signal ratio
#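 Laser-scanning cytometry quantifies lipid droplet accumulation (500–530 nm total intensity; droplet/cell object ratio) in oleic acid-fed (400 uM added) Drosophila S3 cells treated with a concentration series. 20 uM Triacsin C defined 100% inhibition.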
# S3 lipid droplet cell count max = also measured in S3 lipid droplet; calls as there; cell number change, %; measured here: cell count max response;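 cells counted by Cell Tracker Red CMTPX staining in the red channel; peak over a dose series mostly up to 46.1 µM; percent activity relative to internal control wells on each plate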
# An asterisk follows results filed as active; i = inactive; ? = inconclusive; · = no result given; [ ] = another dose, or the depositor's remark. % is set by controls: 0 for no effect and ±100 for the full control effect; potency is the fitted concentration of half-maximal effect.
no.	mol	S3 lipid droplet	S3 lipid droplet cell count max
1	CCOc1ccc(S(=O)(=O)N2CCC(C(=O)N3CCN(C)CC3)CC2)cc1Cl	?	·
2	N#CCCN1CCN(S(=O)(=O)c2ccc(C3CCCCC3)cc2)CC1	-11%	·
3	O=S(=O)(NCC(c1ccco1)N1CCN(c2ccc(F)cc2)CC1)c1ccc(F)cc1 (stereo not given)	?	·
4	COc1ccc(/C=C2/NC(=O)N(Cc3ccccc3F)C2=O)cc1OC	i	·
5	CCCCN(C(=O)C1CC(=O)N(c2ccc(CC)cc2)C1)c1c(N)n(CCC)c(=O)[nH]c1=O (stereo not given)	?	·
6	Cc1nn2c(N3CCN(C(=O)c4ccco4)CC3)cc(C(C)(C)C)nc2c1-c1ccccc1	-8%	0
7	CCOC(=O)c1ccc(N2C(=O)CC(N3CCC(Nc4ccc(F)cc4)CC3)C2=O)cc1 (stereo not given)	i	·
8	S=C1NCCOCCOCCOCCOCCNC(=S)NCCOCCOCCOCCOCCN1	1%	-11
9	O=C(NCCO)c1cc2c([nH]c3ccccc32)c(-c2ccc(F)cc2)n1	?	·
10	Cc1ccccc1-c1nnc(SCC(=O)NC2CCCC2)o1	?	·
11	CC(C)Cc1c(O)nc(SCCN2CCOCC2)[nH]c1=O	-1%	-2
12	C=CCNC(=O)Cn1nc(-c2ccccc2)ccc1=O	i	8
13	COc1cccc(-n2c(N)c(C#N)c3ccc([N+](=O)[O-])cc3c2=O)c1	7%	-13
14	Cc1ccc(CCN2CC(C(=O)NCCCN3CCC(C)CC3)CC2=O)cc1 (stereo not given)	i	-15
15	O=C(CNC(=S)NC(=O)c1ccc(Br)o1)c1ccccc1	?	·
16	Cc1cc(C)n(CCCNC(=O)C2CC(=O)N(Cc3ccccc3)C2)n1 (stereo not given)	?	·
17	O=C(O)C1CC(=O)N(CCc2c[nH]c3ccccc23)C1 (stereo not given)	?	·
18	COc1ccccc1NC(=O)C(C)OC(=O)Cc1ccsc1 (stereo not given)	?	·
19	Cc1ccc2nc(N=C(N)N)nc(C)c2c1	?	·
20	COc1ccccc1NC(=O)COc1ccc(C(=O)NCc2ccccc2)cc1OC	?	·
21	CC(=O)Nc1ccc(Cc2ccc3[nH]c(=O)cc(C)c3c2)cc1	10%	·
22	COc1ccc(OCC(=O)NCCc2ccc(S(N)(=O)=O)cc2)cc1	?	·
23	CC(C)C(=O)NC(=S)Nc1sc2c(c1C(N)=O)CCCC2	3%	6
24	CC(C)Cc1nc2oc3c(NCc4cccnc4)ncnc3c2c2c1CCC2	?	·

# Not a retest: an excerpt of the list.
no.	mol	S3 lipid droplet	S3 lipid droplet cell count max
23	CC(C)C(=O)NC(=S)Nc1sc2c(c1C(N)=O)CCCC2	3%	6
24	CC(C)Cc1nc2oc3c(NCc4cccnc4)ncnc3c2c2c1CCC2	?	·

# Going on with the list:
no.	mol	S3 lipid droplet	S3 lipid droplet cell count max
25	CN(C(=O)CC1C(=O)NCCN1Cc1c(F)cccc1Cl)C1CCOCC1 (stereo not given)	?	·
26	S=c1[nH]nc(Cn2cnc3ccccc32)n1-c1ccccc1Cl	7%	6
27	O=[N+]([O-])c1cccc(CSc2nnc3ccccn23)c1	?	·
28	CC(C)CCn1c(N2CCc3ccccc3C2)nc2c1c(=O)[nH]c(=O)n2C	3%	9
29	O=C1CCc2cc(S(=O)(=O)N3CCN(c4ccc(F)cc4)CC3)cc3c2N1CC3	13%	-10
30	O=c1cc(Nc2cccc(Br)c2)[nH]c(=O)[nH]1	?	·
31	Cn1c(SCC(=O)Nc2ccc3c(c2)OCCO3)nnc1C(F)(F)F	?	·
32	CC1CC(C)CN(CC(O)COCc2ccccc2F)C1 (stereo not given)	?	·
33	O=C(O)c1cccc(NC(=S)N/N=C/c2ccccc2OCc2ccc(Br)cc2)c1	?	·
34	COC(=O)CCC(=O)Nc1cc(OC)c(OC)cc1Cc1nccc2cc(OC)c(OC)cc12	i	14
35	CCOC(=O)c1cc2sccc2n1CC(=O)N1CCN(C(=O)c2ccco2)CC1	28%	11
36	CCOc1cc(N2CCOCC2)c(OCC)cc1NC(=O)c1ccc(NC(C)=O)cc1	?	·

# Seven compounds picked at random from those above:
no.	mol	S3 lipid droplet	S3 lipid droplet cell count max
15	O=C(CNC(=S)NC(=O)c1ccc(Br)o1)c1ccccc1	?	·
19	Cc1ccc2nc(N=C(N)N)nc(C)c2c1	?	·
1	CCOc1ccc(S(=O)(=O)N2CCC(C(=O)N3CCN(C)CC3)CC2)cc1Cl	?	·
34	COC(=O)CCC(=O)Nc1cc(OC)c(OC)cc1Cc1nccc2cc(OC)c(OC)cc12	i	14
26	S=c1[nH]nc(Cn2cnc3ccccc32)n1-c1ccccc1Cl	7%	6
7	CCOC(=O)c1ccc(N2C(=O)CC(N3CCC(Nc4ccc(F)cc4)CC3)C2=O)cc1 (stereo not given)	i	·
2	N#CCCN1CCN(S(=O)(=O)c2ccc(C3CCCCC3)cc2)CC1	-11%	·

# The list continues.
no.	mol	S3 lipid droplet	S3 lipid droplet cell count max
37	COc1ccc2c(C)cc(SCC(=O)N(C)C3CCS(=O)(=O)C3)nc2c1 (stereo not given)	?	·
38	COC(=O)C(NNc1ccc(F)cc1)(NC(=O)c1ccccc1)C(F)(F)F (stereo not given)	?	·
39	O=[N+]([O-])c1ccc(N2CCOCC2)cc1N1CCCCC1	?	·
40	COC(=O)[C@@H]1OC(=O)[C@H]2O[C@@]23[C@@]1(C)CC[C@@H]1[C@@]2(C)C=CC(=O)OC(C)(C)[C@@H]2CC(=O)[C@]13C	?	·
41	O=C(CSc1ccc2nnc(-c3cccnc3)n2n1)N1CCOCC1	?	·
42	CC1(C(=O)NCCN2CCOCC2)C=CC2(CCCCC2)N1C(=O)c1ccccc1 (stereo not given)	-6%	-11
43	Cc1ccc(-c2csc(/C(C#N)=C(\O)CCl)n2)cc1	6%	22
44	COc1ccc(CN2CCN(Cc3c[nH]c4ccccc34)CC2)cc1	?	·
45	COc1ccc(NC(=O)C2CCN(S(=O)(=O)c3ccc4c(c3)CC(C)N4C(C)=O)CC2)c(OC)c1 (stereo not given)	?	·
46	O=C1CC(N2CCN(S(=O)(=O)c3ccccc3F)CC2)C(=O)N1c1ccccc1Cl (stereo not given)	?	·
47	COc1ccc(C2/C(=C(/O)c3ccc(C)cc3)C(=O)C(=O)N2C)cc1 (stereo not given)	?	·
48	CCOC(=O)C1=NN(c2ccc(OC)cc2)C2C(=O)N(c3ccccc3OC)C(=O)C12 (stereo not given)	6%	4
49	C=CCc1ccc(OCCCCNC(C)CC)c(OC)c1 (stereo not given)	7%	14
50	O=c1cccccc1NN=C1CCCCC1	9%	10
51	Cc1cc(C)nc(SCC(=O)NNS(=O)(=O)c2ccc(C#N)cc2)n1	?	·
52	CN(C(=O)c1cccs1)c1ccccc1C(=O)O	?	·
53	O=C(Nc1ccc(-c2nc3ccccc3o2)cc1)c1cc(-n2cnnc2)ccc1Cl	?	·
54	COc1cccc(CNC(=O)Cn2nc(C)c3c(C)n(-c4ccc(C)cc4)nc3c2=O)c1OC	i	25
55	Cc1cccc(C2N=C(N)Nc3nc4ccccc4n32)c1 (stereo not given)	?	·
56	O=C(CSc1nnc(NC(=O)Cc2ccccc2)s1)NCC1CCCO1 (stereo not given)	0%	-1
57	Cc1cc(NC(=O)c2cc(C3CC3)on2)n(-c2ccccc2)n1	i	·
58	COc1ccc(S(=O)(=O)N2CCC(C(=O)NCC3CCCCC3)CC2)cc1	i	-14
59	O=C(COc1ccccc1Cl)Nn1cnnc1	?	·
60	CC(C)(C)C(=O)CN1C(=O)NC2(CCc3ccccc32)C1=O (stereo not given)	-8%	-6
61	CCc1ccccc1N1CC(C(=O)O)CC1=O (stereo not given)	?	·
62	Cc1ccc(C(=O)NCCc2ccc(S(N)(=O)=O)cc2)cc1[N+](=O)[O-]	-3%	17
63	O=C(Nc1ccc(N2C(=O)C3C4C=CC(C4)C3C2=O)cc1)Nc1nncs1 (stereo not given)	i	·
64	CCN(CC)S(=O)(=O)c1ccc(N2CCN(c3ccccc3O)CC2)nc1	?	·
65	Cc1ccc(-n2c(=O)c(C#N)cc3c(=O)n4cccc(C)c4nc32)cc1	?	·
66	CCCc1cc(C(=O)NCc2ccc(OC)cc2)no1	?	·
67	COc1cccc(/C=C2\N=C(C3CCCCC3)OC2=O)c1OC	-3%	4
68	Nc1ccc2oc(-c3cccc4ccccc34)nc2c1	?	·
69	Cc1ccc(N2CC(C(=O)Nc3nc4ccc(S(C)(=O)=O)cc4s3)CC2=O)cc1C (stereo not given)	?	·
70	COc1cccc2[nH]c3c(N4CCN(Cc5ccc6c(c5)OCO6)CC4)ncnc3c12	?	·
71	CCc1ccccc1NC(=O)/C(C#N)=C/c1ccc(Sc2ccccc2)o1	?	·
72	Cc1c(CC(=O)N[C@@H](C)C(=O)O)c(=O)oc2cc3occ(-c4ccccc4)c3cc12	0%	4
73	CCOc1cc(/C=N/NC(=O)c2nnn(-c3nonc3N)c2C)ccc1OCc1ccc(F)cc1	?	·
74	O=[N+]([O-])c1ccc(CNC2CCCc3ccccc32)cc1 (stereo not given)	?	·
75	CC(=O)N[C@@H](C)C(=O)OC(C)C(=O)Nc1cccc([N+](=O)[O-])c1 (stereo not given in full)	?	·
76	O=C(CCCc1ccccc1)NCc1ccc(Cl)cc1	?	·
77	O=C(NCCc1nnc2ccc(N3CCCCCC3)nn12)c1ccccc1	-17%	21
78	CCN(CC)/C(Sc1ccccc1)=C(/C(Cl)=C(Cl)Cl)[N+](=O)[O-]	6%	11
79	Cc1ccc(C(=O)OCC(=O)Nc2ccccc2)cc1S(=O)(=O)N1CCCCC1	?	·
80	O=C(NCC(c1cccs1)N1CCOCC1)c1ccc(Br)o1 (stereo not given)	?	·
81	COc1ccccc1-c1ccc(/C=N/O)o1	11%	-15
82	CC(C(=O)Nc1ccccc1-c1ccccc1)N1CCN(C(=O)c2ccccc2)CC1 (stereo not given)	?	·
83	COc1cc(S(=O)(=O)N2CCOCC2)ccc1NC(=O)COC(=O)C12CC3CC(CC(C3)C1)C2	?	·
84	N/C(=N\O)C1COc2ccccc2O1 (stereo not given)	?	·
85	CCCCC(=O)NC(c1ccco1)c1cc(Cl)c2cccnc2c1O (stereo not given)	0%	-2
86	Cc1ccc(C)c(NC(=O)C(Sc2nnc(-c3cccs3)o2)c2ccccc2)c1 (stereo not given)	-2%	-3
87	COc1ccc(Cc2n[nH]c(=S)o2)cc1	6%	-8
88	Cc1ccc2cc(CN(c3ccccc3)S(=O)(=O)c3ccccc3)c(=O)[nH]c2c1	?	·
89	Fc1cccc(Cl)c1/C=N/Nc1ccccn1	?	·
90	COc1ccccc1NC(=O)c1c[nH]c2ccccc12	-3%	-18
91	O=C(NC1=NCCS1)c1csc2ccccc12	i	8
92	COC(=O)c1cccc(NC(=O)c2ccc3c(c2)C(=O)N(Cc2cccnc2)C3=O)c1C	?	·
93	O=C(CN1C(=O)S/C(=C\c2cc(Cl)c(O)c(Cl)c2)C1=O)Nc1ccccc1	5%	-19
94	Cn1cc(CC(=O)NCCN2CCOCC2)c2ccccc21	4%	23
95	Cc1ccc(NC(=O)CSCC(=O)N2CCN(Cc3ccc4c(c3)OCO4)CC2)cc1	i	22
96	Nc1ccc(Br)c2c1C(=O)c1ccccc1C2=O	?	·

# Following part:
no.	mol	S3 lipid droplet	S3 lipid droplet cell count max
97	CCCc1cc(=O)[nH]c(SCC(=O)c2cc(C)n(CC(F)(F)F)c2C)n1	?	·
98	COC(=O)c1ccc(CN(c2ccccc2Cl)S(C)(=O)=O)cc1	?	·
99	Cc1ccc(N(C(=O)c2ccc(S(=O)(=O)N3CCOCC3)cc2)C2C=CS(=O)(=O)C2)cc1 (stereo not given)	i	15
100	OCCC1CN(Cc2ccccn2)CCN1C1CCCC1 (stereo not given)	-3%	27
101	COc1ccc2nc3cc(Cl)ccc3c(C#N)c2c1	6%	18
102	O=C(CN1CCN(Cc2ccc(F)cc2Cl)C1=O)NCCc1ccccc1	?	·
103	CNC(=S)N1N=C(c2ccccc2)CC1c1ccccc1Cl (stereo not given)	12%	0
104	C=CCn1c(SCn2nnc3ccccc3c2=O)nnc1C1CCCCC1	15%	13
105	COc1ccc(CNCC(O)(c2ccccc2)c2ccccc2)cc1OC	?	·
106	COc1ccc(-n2nnnc2SCC(=O)N2C(C)CCCC2C)c(OC)c1 (stereo not given)	?	·
107	Cc1ccc(O)c(C(=O)c2cnc3c(c2)c(C)nn3C)c1	240%	25
108	O=C(NCc1ccncc1)Nc1ccc(Cl)cc1Cl	0%	-5
109	Cc1cc(N/N=C\c2ccccc2)nc(-c2ccccc2O)n1	-20%	-12
110	CC(=O)Nc1sc(/C(C#N)=C\c2cccc(Cl)c2)nc1-c1ccc(C)cc1	?	·
111	N#CCCNCC1(c2ccccc2)CCCC1	?	·
112	COc1ccc(N2C(=O)CC(Sc3n[nH]c(-c4cccc(C)c4)n3)C2=O)cc1 (stereo not given)	-2%	8
113	COc1ccc(-c2nc(N)sc2C2(O)C(=O)Nc3c(Br)cc(F)cc32)cc1OC (stereo not given)	12%	1
114	COc1ccc(CCNC(=O)CN2C(=O)NC3(CCOc4ccccc43)C2=O)cc1 (stereo not given)	10%[0.0737 µM]	19
115	COc1ccccc1NC(=O)CN1CCN(CC(=O)Nc2ccc(S(N)(=O)=O)cc2)CC1	?	·
116	COc1ccc(OCc2csc(N)n2)cc1	2%	17
117	CCCCn1cnc2sc(-c3ccccc3)cc2c1=O	22%	-1
118	Cc1occc1-c1nnc(SCC(=O)NCc2ccco2)n1CC(C)C	7%	1

# An excerpt; the hit share may differ from the screen's.
